# SENP8 block-1 = inhibitors of human SENP8 protease; Q96LD8; purified SENP8, Z-RLRGG-aminoluciferin cleavage, luminescence; inhibition, % at 10 µM; 330,000 compounds, 1.2% hits; AID 2540; in the data active = inhibition above about 50%
# Target sequence (Q96LD8 whole entry, looked up): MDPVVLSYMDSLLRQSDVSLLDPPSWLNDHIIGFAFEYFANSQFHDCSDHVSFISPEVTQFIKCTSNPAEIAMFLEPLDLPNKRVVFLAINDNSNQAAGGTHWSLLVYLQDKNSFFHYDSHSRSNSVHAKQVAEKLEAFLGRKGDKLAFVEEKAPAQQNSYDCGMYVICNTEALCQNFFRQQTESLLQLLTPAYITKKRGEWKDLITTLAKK
# A3G deaminase = blocks human APOBEC3G single-stranded DNA deamination | inhibition, % at 20 µM | recombinant A3G, ssDNA deamination FAM/TAMRA fluorescence | AID 493012 | Q9HC16 | 330,000 compounds, 0.28% hits;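 active = inhibition of at least 40% at 20 µM, with no more than 30% in the related APOBEC3A deaminase screen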;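 note: plate controls were DMSO wells with A3G for no effect and wells lacking A3G enzyme for full effect; some compounds called inactive have numbers as strong as hits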
# UBC13 inh = blocks human UBC13 polyubiquitin chain formation. P61088. TR-FRET. inhibition, % at 20 µM. 330,000 compounds, 0.47% hits; in the data active = inhibition above about 45%, passing the limit was not always enough
# Target sequence (P61088 whole entry, looked up): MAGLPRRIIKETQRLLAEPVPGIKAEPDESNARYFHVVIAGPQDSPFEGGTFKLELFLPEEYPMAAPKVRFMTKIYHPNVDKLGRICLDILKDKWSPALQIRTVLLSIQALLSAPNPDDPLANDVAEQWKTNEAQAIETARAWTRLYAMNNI
# SENP8 block-2 = SENP8 (human) protease inhibition; recombinant SENP8, Nedd8 substrate fluorescence; inhibition, % at 20 µM; 360,000 compounds, 0.64% hits; AID 602440; in the data active = inhibition mostly above about 40%, no sharp cut-off; inactive = mostly below about 27%
# SENP6 block = SENP6 protease inhibition; Q9GZR1; Recombinant SENP6 catalytic domain, aminoluciferin luminescence; inhibition, % at 10 µM; 330,000 compounds, 1.8% hits; AID 2599;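 active = inhibition above about 50% at the single tested dose, limit read from the data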;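 note: plate controls were DMSO wells with enzyme for no effect and DMSO wells lacking enzyme for full effect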
# SENP1 FRET inh = inhibitors of human SENP1 SUMO protease catalytic domain. Q9P0U3. recombinant SENP1 catalytic domain, CyPet-SUMO1-YPet FRET cleavage. inhibition, % at 10 µM. 360,000 compounds, 0.21% hits. AID 624204;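 active = inhibition at least 30% at 10 µM, raw YFP signal under a set limit, fluorescence ratio 0.5 to 1.5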;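 note: 0% = enzyme with DMSO and 100% = no enzyme wells; some results filed as inactive read as strong as hits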
# Target sequence (Q9P0U3 419-644 limits assumed): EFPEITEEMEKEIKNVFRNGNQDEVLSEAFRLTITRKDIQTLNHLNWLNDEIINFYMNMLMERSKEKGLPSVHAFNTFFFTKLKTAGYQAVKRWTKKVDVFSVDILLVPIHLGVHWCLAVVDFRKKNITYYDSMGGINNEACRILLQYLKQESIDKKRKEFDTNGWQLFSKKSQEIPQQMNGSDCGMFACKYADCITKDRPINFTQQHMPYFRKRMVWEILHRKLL
#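 Controls: no-enzyme wells low, DMSO-plus-enzyme wells high control. Test system: human recombinant His6-tagged SENP1 catalytic domain enzyme. Reagent: SFCypet-SUMO1-SFYpet FRET protein substrate, 25 nM final. Doses: one dose per compound, 10 µM, 0.5% DMSO. Detection: FRET, CFP and YFP emission. Timing: 50 min reaction at room temperature.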
# Apaf-1 inh = inhibitors of human Apaf-1 apoptosome | 330,000 compounds, 0.71% hits | reconstituted apoptosome caspase-3 activity, DEVD-Rh110 fluorescence | inhibition, % at 20 µM | O14727; active = inhibition of at least 40% at 20 µM;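 note: plate controls were DMSO wells for no effect and DEVD-CHO caspase inhibitor wells for full effect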
#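 Material: reconstituted apoptosome with Apaf-1, cytochrome c, caspase-9, procaspase-3, dATP / Buffer or medium: pH 7.5 Hepes buffer with CHAPS, BSA, DTT / Also added: cytochrome c with DEVD-Rh110 / Schedule: compound with Apaf-1, dATP, procaspase-3 30 min, then 50 min reaction, room temperature / Technique: rhodamine 110 fluorescence at Ex 480/Em 540 nm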
# SENP7 inh = blocks the human protease SENP7; Q9BQF6; recombinant SENP7, Z-RLRGG-aminoluciferin luminescence, 40 min; inhibition, % at 5 µM; 330,000 compounds, 1.5% hits; AID 434973;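 active = inhibition above about 50% at the single test dose, limit read from the data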;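 note: plate controls were DMSO with enzyme for no effect and no enzyme buffer wells for full effect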
# Target sequence (Q9BQF6 706-1050 limits assumed): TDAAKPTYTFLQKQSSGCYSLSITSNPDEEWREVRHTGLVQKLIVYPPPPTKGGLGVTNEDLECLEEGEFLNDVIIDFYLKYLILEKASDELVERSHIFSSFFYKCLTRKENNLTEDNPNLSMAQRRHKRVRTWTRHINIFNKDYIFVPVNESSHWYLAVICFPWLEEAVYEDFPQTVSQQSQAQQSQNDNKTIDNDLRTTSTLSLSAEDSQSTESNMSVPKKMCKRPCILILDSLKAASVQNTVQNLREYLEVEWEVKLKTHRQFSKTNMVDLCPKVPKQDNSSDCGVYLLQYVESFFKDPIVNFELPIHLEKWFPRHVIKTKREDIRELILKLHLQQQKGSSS
# The depositor's hits bear a star.
SMILES	SENP6 block	SENP7 inh	A3G deaminase	SENP8 block-2	SENP1 FRET inh	Apaf-1 inh	UBC13 inh	SENP8 block-1
O=C(O)c1ccc[n+](Cc2ccc([N+](=O)[O-])cc2)c1	1	-4	-8	13	2	-9	1	-10
O=C(C[C@H]1C(=O)N(C2CCCCC2)C[C@@H]1Cc1ccccc1)Nc1ccccc1	-14	0	-9	0	2	19	11	3
COc1ccc(/C=N\Nc2ccccc2[N+](=O)[O-])c(C(=O)O)c1OC	-4	7	0	32	5	9	-107	0
Cc1onc(-c2ccccc2Cl)c1C(=O)NC(=S)Nc1ccccc1C(N)=O	-7	2	-5	-123	-8	6	11	-3
CN1C(=O)[C@H]2[C@@H](/C=C/c3ccccc3)N3C(=O)CN(CC4CC4)C(=O)[C@@]3(C)[C@H]2C1=O	-5	-7	-8	20	-3	11	-6	-8
COc1ccc(CNC(=O)c2ccc(=O)oc2)cc1OC	-5	-3	-4	-27	0	-8	-2	-4
O=C1CCCc2nc(N3CCN(C(=O)c4ccco4)CC3)ncc21	-3	-1	-4	-35	-15	-3	9	-8
CCCCOC(=O)c1ccccc1N1C(=O)C2C3CCC(C3)C2C1=O (stereo not drawn)	-10	2	-1	0	2	-8	1	0
CC(C)C1Nc2ccc(S(=O)(=O)N3CCOCC3)cc2NC1=O (stereo not drawn)	3	-6	-6	-5	-1	-6	2	4
O=C(NC1CC(=O)N(c2ccc(F)cc2)C1)N1CCN(C(=O)c2ccco2)CC1 (stereo not drawn)	-14	14	-6	6	2	-3	-5	-8
CC(C)NC(=O)C(=O)NCCC1CCCCN1S(=O)(=O)c1cccs1 (stereo not drawn)	-15	10	-7	15	2	0	-2	-13
O=C(NCCN1CCOCC1)c1cc2ccccc2[nH]1	-8	3	-7	-102	-17	5	-11	-2
COc1ccc(C(=O)NC(CCSC)C(=O)NC2CC2)cc1 (stereo not drawn)	-2	-5	-4	-1	3	-1	9	-2
CCOC(=O)N1CCC(n2c(SCC(=O)NCc3ccco3)nc3ccsc3c2=O)CC1	4	1	-2	6	0	-9	17	14
Cc1cc(C)n2nc3ccccc3c2n1	4	0	-9	-193	-8	-17	8	-6

# (next part)
SMILES	SENP6 block	SENP7 inh	A3G deaminase	SENP8 block-2	SENP1 FRET inh	Apaf-1 inh	UBC13 inh	SENP8 block-1
Oc1oc(-c2ccccc2)nc1C=NCc1ccncc1	-23	-6	-2	16	3	6	-19	-5
COc1ccccc1CNC(=O)c1cc2c(C)nn(Cc3ccc(F)cc3)c2s1	-10	0	-2	15	-2	23	3	3
COc1cc(/C=C/C(=O)N2CCN(Cc3ccccc3)CC2)cc(OC)c1OC	-4	-1	8	-67	2	9	2	2
NC(=O)c1cnn2c(C(F)(F)F)cc(-c3ccc(F)cc3)nc12	-9	2	-10	-217	-11	-12	-3	-5
O=C(Nc1ccc2c(c1)OCO2)C1CCCCN1S(=O)(=O)c1ccccc1 (stereo not drawn)	3	-1	-10	8	2	-95	8	-7
COc1cccc(CNC(=O)C2CCN(c3nn4c(=O)cc(C)nc4s3)CC2)c1	-4	-6	-5	5	-3	-2	-2	-1
Cc1ccoc1C(=O)NCc1occc1C(=O)O	2	5	10	12	-7	3	-5	6
CCN(CC(=O)Nc1ccccc1C(F)(F)F)C(=O)c1cc(-c2cccs2)nn1-c1ccccc1	-8	3	-2	-7	-2	10	-5	-4
O=C(NNC(=O)c1ccccc1F)c1ccc(NS(=O)(=O)c2ccc(F)cc2)cc1	-8	10	-6	10	2	-3	-6	-4
CCOc1nc(-c2ccc(Cl)cc2)nc2ccccc12	-13	-8	-7	15	1	6	-15	-12
O=C(c1ccc(COc2c(F)c(F)c(F)c(F)c2F)o1)N1CCOCC1	3	-3	-4	23	-2	-6	7	-4
O=C(CC1(O)C(=O)Nc2cc(Cl)cc(Cl)c21)c1ccccc1O (stereo not drawn)	-12	-4	-1	9	0	14	-2	-1
CC(C)(Cc1ccccc1)NC(=O)C(=O)c1cn(CC(=O)N2CCOCC2)c2ccccc12	-3	0	20	-4	2	20	-2	3
Cc1cc([N+](=O)[O-])nn1CCCC(=O)O	8	14	-12	-2	2	-5	2	-5
O=C(O)c1ccc(S(=O)(=O)N2CCSCC2)cc1	-1	-12	28	10	3	-8	-6	0

# Next section:
SMILES	SENP6 block	SENP7 inh	A3G deaminase	SENP8 block-2	SENP1 FRET inh	Apaf-1 inh	UBC13 inh	SENP8 block-1
CCOc1ccccc1NC(=O)c1cnccn1	5	3	-6	9	1	-12	6	9
CC(=O)O/N=C(/c1nonc1N)N1CCN(c2ccc([N+](=O)[O-])cc2Cl)CC1	1	4	-4	12	0	10	-8	-2
O=C(O)CNC(=O)C(Cc1ccccc1)NC(=O)OCc1ccccc1 (stereo not drawn)	6	-2	-2	10	1	6	-4	0
O=C1c2ccccc2C(=O)N1Cc1nc2ccccc2o1	-12	8	-5	9	0	3	-6	-8
O=C1COc2ccc(C(=O)COC(=O)c3cnc(Cl)c(Cl)c3)cc2N1	-26	-5	-7	-3	5	0	8	-3
O=C(CN1C(=O)NC(c2ccccc2)(c2ccccc2)C1=O)Nc1ccc(N2CCOCC2)cc1	9	1	-4	10	0	6	6	3
CC(C)(C)C1CCC(OC(=O)C[N+]2(C)CCCC2)CC1 (stereo not drawn)	13	6	15	9	0	-9	4	2
CC(C)(C)C(=O)OCc1cn(-c2ccccc2)nn1	1	2	-7	20	-1	2	10	-1
Cc1ccc(NC(=S)NNC(=O)c2nnn(-c3ccccc3)c2C)cc1	0	1	-4	16	0	9	45*	-10
O=[n+]1c2c(n([O-])c3cc(Br)ccc31)CCC2	-24	-5	-2	15	2	6	-13	-11
Cc1ccsc1/C=N/NC(=O)C(O)c1ccccc1 (stereo not drawn)	-3	47	-2	7	0	-1	2	-3
COc1cccc(CN(C)C(=O)c2ccc(S(=O)(=O)N3CCCC3)cc2)c1OC	-4	4	-3	18	2	1	-4	-10
CN(CC(=O)Nc1ccccc1Br)C(=O)COc1cccc2c1OC(C)(C)C2	-5	2	9	3	-1	9	-1	-6
CC(=O)c1cccc(OCCCOc2cccc3cccnc23)c1	-9	0	-6	-62	0	14	6	-6
Cc1ccc[n+](CC2OCc3ccccc3CO2)c1	-3	-3	-7	19	2	-12	-14	-11

# New compounds follow
SMILES	SENP6 block	SENP7 inh	A3G deaminase	SENP8 block-2	SENP1 FRET inh	Apaf-1 inh	UBC13 inh	SENP8 block-1
CCC1=C(OC(=O)N(CC)CC)N2C(=O)OC(=NCC(=O)OC)[C@]2(Cc2ccccc2)[C@H]2C1=CC[C@H]1C(=O)N(C)C(=O)[C@H]12	5	4	11	-12	15	7	13	5
O=C(OC1CCCCC1=O)c1cc(=O)c2ccccc2o1 (stereo not drawn)	-2	8	2	15	0	0	-10	-2
CCc1cc(C(=O)NCC(C)(C)N2CCOCC2)sc1C	-13	-12	-1	1	1	11	0	-8
Cc1ccc(C(C)C)c(OCCNC(=O)c2ccccc2O)c1	4	14	-6	-84	3	7	1	-6
Cc1ccccc1OCC(=O)Nc1nnc(-c2ccco2)s1	-20	8	11	-146	-2	1	8	2
CCOc1ccccc1C1NC(=O)c2ccccc2O1 (stereo not drawn)	-8	4	-6	-22	1	-7	2	2
CCC(C(=O)Nc1nccs1)c1ccccc1 (stereo not drawn)	-3	-5	-2	16	1	3	6	2
O=C(CSc1nnc(CNC(=O)c2ccccc2)o1)c1ccc(Cl)cc1	2	-4	-9	-2	2	4	0	3
Cc1ccccc1NC(=O)CSc1nnc(C)c(=O)[nH]1	17	10	-5	10	-1	-20	4	-1
Cc1nnc(SCC(=O)Nc2ccc([N+](=O)[O-])cc2)n1C	-13	-12	-1	11	1	3	-4	2
CC(C)(C)C(=O)Nc1scc(-c2ccc(-c3ccccc3)cc2)c1C(=O)O	17	2	-6	5	0	11	-3	9
O=C(CSc1nc2ccccc2s1)N/N=C/c1cc([N+](=O)[O-])ccc1O	-10	1	0	22	-3	-1	-23	-2
NS(=O)(=O)c1cnccc1NCCc1ccccc1	2	2	-6	15	2	-12	-3	3
CCN(CC)CCCNC(=O)C(C)n1nc(C)c2sc3ccccc3c2c1=O (stereo not drawn)	-10	-11	-6	-11	3	6	-2	-3
CCNC(=O)C(=O)c1c(-c2ccccc2)[nH]c2ccccc12	-6	2	-8	14	1	0	4	1

# The list continues.
SMILES	SENP6 block	SENP7 inh	A3G deaminase	SENP8 block-2	SENP1 FRET inh	Apaf-1 inh	UBC13 inh	SENP8 block-1
CCOC(=O)CCCCCNC(=O)c1ccc(F)cc1F	-9	4	-2	11	2	-1	-4	0
O=C(CS(=O)(=O)c1ccc(C(F)(F)F)cn1)NNC(=O)c1ccccc1	-12	0	-3	15	2	0	4	-3
CCOCCCN(C(=O)Nc1ccc(CC)cc1)C1CCN(C(C)=O)CC1	-5	-3	-4	29	2	-27	1	-3
CCOC(=O)C1=C(C)NC2=C(C(=O)CC(C)(C)C2)C1c1ccc(N(C)C)cc1 (stereo not drawn)	-3	-8	-7	-114	-10	-3	-7	-5
Cc1ccc(C2c3c(oc4cc(C)c(C)cc4c3=O)C(=O)N2CCCN2CCOCC2)cc1 (stereo not drawn)	-23	-10	-13	-12	0	18	-4	-17
COC(=O)C(Cc1ccc(O)cc1)NC(=O)CCc1ccco1 (stereo not drawn)	-3	-2	-10	16	2	0	-2	-2
COc1ccc(/C=C/C(=O)Nc2ccncc2)cc1OC	4	-8	-3	-389	3	1	3	-11
O=C(NCCC1=CCCCC1)c1cc(S(=O)(=O)N2CCOCC2)ccc1Cl	-14	22	-5	-11	3	2	-5	-15
OCC[C@H]1C[C@H](O)[C@@H](O)[C@@]2(CCCCO2)O1	-14	-8	-10	16	1	-3	12	3
O=C(Cc1ccc(F)cc1)Nc1cccc(-c2cn3c(n2)SCC3)c1	0	0	-2	10	-2	11	-4	-2
Cc1cccc(C)c1NC(=O)CNC(=O)Cc1c[nH]c2ccccc12	-1	6	17	2	-3	8	0	-11
COc1cccc(C2NC(=O)NC(C)=C2C(=O)OCC2CCCCC2)c1 (stereo not drawn)	-2	-1	-2	10	1	15	1	-1
COc1ccccc1C(=O)Nc1nnc(S(=O)(=O)N2CCCCC2)s1	-6	2	-8	-11	3	3	4	2
Cc1ccc(N2CC(C(=O)NC(C)CCc3ccccc3)CC2=O)cc1 (stereo not drawn)	-7	5	-9	10	2	8	-4	-5
COc1cc(S(=O)(=O)N2CCOCC2)ccc1NC(=O)COC(=O)c1ccccn1	-7	8	-4	25	0	-17	1	7

# Profiles, looked up by structure:
# Cc1cccc(C)c1NC(=O)CNC(=O)Cc1c[nH]c2ccccc12 as listed: SENP6 block = -1; SENP7 inh = 6; A3G deaminase = 17; SENP8 block-2 = 2; SENP1 FRET inh = -3; Apaf-1 inh = 8; UBC13 inh = 0; SENP8 block-1 = -11
# O=C(NCCC1=CCCCC1)c1cc(S(=O)(=O)N2CCOCC2)ccc1Cl as listed: SENP6 block = -14; SENP7 inh = 22; A3G deaminase = -5; SENP8 block-2 = -11; SENP1 FRET inh = 3; Apaf-1 inh = 2; UBC13 inh = -5; SENP8 block-1 = -15

# (next part)
SMILES	SENP6 block	SENP7 inh	A3G deaminase	SENP8 block-2	SENP1 FRET inh	Apaf-1 inh	UBC13 inh	SENP8 block-1
CCCOc1ccc2ccccc2c1/C=C1\SC(=O)NC1=O	10	-4	-2	-12	-3	18	-25	1
Cc1sc(NC(=O)c2ccc(=O)n(C)n2)nc1-c1ccccc1	-26	6	-6	5	-2	7	4	-6
CCn1c(SC/C=C/c2ccccc2)nnc1-c1cccs1	-10	10	-4	0	1	10	7	-7
CC(C)NCC(O)COCCOc1ccc(Cl)cc1 (stereo not drawn)	1	4	-7	14	2	-18	0	5
CC(=O)c1cccc(NC(=O)N2CCCC2C(=O)NCc2ccccc2)c1 (stereo not drawn)	-16	-1	3	10	2	2	-1	-3
O=C(Nc1ccc2c(c1)OCO2)C1CCN(S(=O)(=O)c2cccc3cccnc23)CC1	-13	0	15	4	-1	8	0	-5
